PMI inhibitors: MPI enzyme activity inhibition – biochemical, fluorescence intensity, coupled assay, primary screen (AID 1209); purified PMI enzyme, coupled fluorescence intensity; higher % means a stronger effect; inhibition, % at 20 µM; hits with a dose series show IC50 in µM; actives 0.42% (n = 190,000);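 also: plate controls were DMSO vehicle for no effect and wells lacking substrate for full effect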
SV40 large T antigen: TAg ATPase/helicase activity blockers – biochemical (AID 1903) | actives 0.39% (n = 310,000) | inhibition, % at 20 µM; hits with a dose series show IC50 in µM | SV40 large T antigen ATPase/helicase inhibition assay; higher % means a stronger effect; in the data active = a potency from the dose series; inconclusive = inhibition mostly from about 32% at the one dose, without a potency; inactive = the rest, 99 in 100 with inhibition below about 32%; also: strong numbers were not always called active
TNAP activation fold: stimulation of alkaline phosphatase TNAP activity – biochemical, luminescent, no phosphate acceptor, uHTS, primary screen (AID 1001) | purified TNAP, luminescent activation assay, no phosphate acceptor; higher activation fold means a stronger effect | actives 0.03% (n = 200,000) | one-dose activation fold at 20 µM; EC50 in µM for titrated hits; in the data active = activation fold from about 3, or a potency from the dose series; inactive = the rest, 99 in 100 with activation fold below about 1.6; also: many of its hits are not listed in these tables
human PMI inhibitors: human PMI inhibitors, high substrate, primary screen, biochemical, fluorescence intensity, high mannose 6-phosphate (AID 1220) | recombinant PMI enzyme, coupled fluorescence intensity; higher % means a stronger effect | inhibition, % at 20 µM; hits with a dose series show IC50 in µM | actives 0.66% (n = 190,000)
Insulin prom up: MIN6 insulin promoter up-regulation; MIN6 insulin promoter-GFP reporter, high-content imaging; active compounds read high; z-score at 5 µM; actives 0.3% (n = 190,000); AID 1625;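 active = z-score above 3 at 5 µM with at least 500 cells counted in the well; inconclusive = wells under 500 cells, flagged as cytotoxic or low count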
West Nile antiviral: West Nile virus antiviral activity, cell-based, CPE readout (AID 1621). West Nile virus-infected cells, CPE inhibition; higher % means a stronger effect. CPE inhibition, % at 10 µM; hits with a dose series show IC50 in µM. actives 0.02% (n = 290,000); in the data active = a potency from the dose series; inconclusive = CPE inhibition mostly from about 3.7% at the one dose, without a potency; inactive = the rest, 99 in 100 with CPE inhibition below about 2.2%; also: strong numbers were not always called active
Salmonella PhoP GFP: PhoP-dependent GFP reporter repression – Salmonella Typhimurium, primary screen (AID 1863) | S. Typhimurium PhoP-regulated promoter GFP reporter, 4 h; higher % means a stronger effect | actives 0.16% (n = 300,000) | inhibition, % at 50 µM; hits with a dose series show IC50 in µM;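 active = inhibition over 29.93%, a cutoff 3 SD above the screen mean, later confirmed by dose response; inconclusive = inhibition over 29.93% but no dose response follow-up; inactive = inhibition at most 29.93% or unconfirmed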;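 also: 0% = low Mg2+ inducing control and 100% = high Mg2+ repressing control; strong numbers were not always called active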
CSM14.1 death rescue: rescue of cells from ER stress-induced death, primary screen, 384-well, CSM14.1, thapsigargin, ATP luminescence (AID 1222). 190,000 tested, under 10 active. CSM14.1 thapsigargin-induced death rescue, ATP luminescence; higher % means a stronger effect. cellular ATP content (survival), % at 20 µM, or EC50 in µM where a hit was titrated;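 active = EC50 below 50 µM in the dose-response confirmation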;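 also: death triggered by thapsigargin at about 15 µM added after 2 h compound pretreatment; cell ATP read after overnight thapsigargin exposure of roughly 18 to 22 hours; normalized against plate controls of thapsigargin alone and 5% DMSO vehicle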
RSV antiviral HEp-2: inhibition of RSV-induced cytopathic effect – HEp-2 cells, primary 10 µM value included (AID 2391); actives 0.13% (n = 310,000); HEp-2 cells, RSV-induced CPE inhibition; higher % means a stronger effect; one-dose CPE inhibition, % at 10 µM; IC50 in µM for titrated hits; in the data active = a potency from the dose series; inconclusive = CPE inhibition mostly from about 23% at the one dose, without a potency; inactive = the rest, 99 in 100 with CPE inhibition below about 21%; also: strong numbers were not always called active
Insulin prom up cell count: further read-out of Insulin prom up, marked with its call; cell count; measured here: cytotoxicity, nuclei count;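 total cells summed across four imaged fields per well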
* = called active by the depositor; ? = inconclusive; . = not tested or not shown; & = joins results of further samples. Rule as the data show it, unless noted: active = inhibition above about 50%; inactive = the rest.

SMILES | PMI inhibitors | SV40 large T antigen | TNAP activation fold | human PMI inhibitors | Insulin prom up | Insulin prom up cell count | West Nile antiviral | Salmonella PhoP GFP | CSM14.1 death rescue | RSV antiviral HEp-2
COCCNc1nc2ccccc2n1CC(=O)c1ccc(OC)c(OC)c1 | . | 1% | . | . | . | . | -1.0% | -2% | . | 0.7%
Cc1ccc(-c2n[nH]c(=S)n2/N=C\c2ccco2)cc1 | 12% | 13% | 0.8 | 11% | 1.2 | 1483 | 0.2% | -11% | -2.6% | 4.1%
CCC(C)Nc1nc2c(c(=O)[nH]c(=O)n2C)n1CCC(C)C (stereo not given) | 4% | 8% | 1.1 | 13% | -0.78 | 1145 | -0.1% | -6% | -2.5% | -0.7%
CN1CCCN(C(c2ccccc2)c2ccc(Cl)cc2)CC1 (stereo not given) | -19% | 17% | 1 | -13% | . | . | -0.5% | -2% | -3.1% | -2.6%
CC1(C)NC(=O)N(CC(O)Cn2nnc3ccccc32)C1=O (stereo not given) | 8% | 0% | 1.1 | 9% | 0.64 | 1707 | 0.3% | 4% | -1.9% | -0.8%
Cc1ccc2c(c1)c(N=NC(N)=O)c(O)n2C | 12% | 6% | 1 | 14% | -0.03 | 1399 | 0.1% | 7% | -1.6% | 3.5%
C[C@@H]1CC=C[C@H]2[C@H]1C(=O)N(Cc1ccccc1)[C@H]2c1ccc(Br)cc1F | . | 10% | . | . | . | . | -0.7% | -4% | . | 1.6%
CN(c1ccc(C(=O)NCCSC(C)(C)C)cc1)S(=O)(=O)c1ccccc1 | 8% | 22% | 1.1 | 2% | . | . | -0.8% | 1% | 5.2% | 1.1%
O=C(O)CCC(=O)N1CCc2cc(S(=O)(=O)Nc3ccc4c(c3)OCCO4)ccc21 | 10% | -1% | 1.1 | 12% | -0.18 | 878 | -0.2% | -7% | -0.3% | 0.1%
CC(C)c1onc(C(=O)NC2CCCC2)c1[N+](=O)[O-] | -12% | 6% | 1.1 | -9% | -0.07 | 1277 | 0.2% | -4% | -5.2% | 1.6%
Cn1c(CN2CCOCC2)nc2cc(NC(=O)COc3ccc([N+](=O)[O-])cc3)ccc21 | -2% | 3% | 1 | -2% | -0.45 | 1646 | -0.2% | -5% | 0.6% | 21%
C/C=C1\COC(C(=O)NCc2cccc(OC)c2OC)(C(F)(F)F)C=C1C=C1CCCCC1 (stereo not given) | . | 14% | . | . | . | . | ? | -9% | . | 3.5%
COCCOC(=O)C1=C(C)N=C2SCCC(=O)N2C1c1ccc(C(=O)OC)cc1 (stereo not given) | 1% | 20% | 1.1 | -2% | -0.26 | 1267 | 1.4% | -3% | -3.9% | 4.1%
Cc1ccc(S(=O)(=O)N2CCN(c3ccc([N+](=O)[O-])cn3)CC2)cc1 | . | 8% | . | . | -0.23 | 1430 | -0.3% | -6% | . | 2.9%
CCOc1ccc(S(=O)(=O)Nc2cccc(N(C)S(C)(=O)=O)c2)cc1 | 0% | 9% | 1.1 | -4% | ? | . | -0.6% | -3% | -2.7% | 5.2%
CC(=O)c1cccc(NC(=O)CN2C(=O)COc3ccc(S(=O)(=O)N4CCOCC4)cc32)c1 | . | 4% | . | . | . | . | 0.1% | 1% | . | 0.0%
CCOc1ccc(-c2nnc(-c3ccccc3)o2)cc1 | 0% | -2% | 1 | -2% | . | . | -0.4% | -4% | -1.5% | 5.1%
Fc1ccccc1-c1nc(-c2cnccc2C(F)(F)F)no1 | . | 0% | . | . | 0.99 | 1330 | 0.7% | 2% | . | 3.3%
O=C1C(=O)N(CCCn2ccnc2)C(c2ccccn2)/C1=C(/O)c1ccccc1 (stereo not given) | -7% | . | 1.1 | -7% | 0.07 | 1117 | . | . | 1.0% | .
CN1C2C=C3C(C#N)=C(N)C(C#N)(C#N)[C@@H](c4cccs4)C3C1CC2 (stereo not given in full) | 32% | 29% | 1.1 | 29% | 0.78 | 1154 | 0.2% | -6% | 1.7% | 2.2%
CCOC(=O)c1c(NC(=O)c2ccnn2C)sc(C)c1C | -7% | 9% | 1.1 | -7% | -0.56 | 1514 | -0.4% | 2% | 1.5% | -0.4%
NNC(=O)COc1cccc(Oc2ccccc2)c1 | -6% | 6% | 1.2 | 2% | -0.59 | 1373 | 0.0% | 8% | -0.5% | 1.2%
CCCC(=O)N1CCN(c2ccc(NC(=O)c3cc4ccccc4o3)cc2)CC1 | 4% | 11% | 1 | 8% | . | . | -0.6% | 1% | 0.0% | 16%
C=C1CCN([C@H](C(=O)NCc2ccccc2)C(C)C)S(=O)(=O)c2ccccc21 | . | 1% | . | . | 0.73 | 620 | 0.0% | -2% | . | 0.1%
CN(C)CCN1C(=O)C(=O)/C(=C(/O)c2ccc(S(=O)(=O)N3CCOCC3)cc2)C1c1ccccc1 (stereo not given) | -6% | . | 1.2 | -8% | -0.33 | 1238 | 0.7% | . | -1.4% | -0.3%

(next part)
SMILES | PMI inhibitors | SV40 large T antigen | TNAP activation fold | human PMI inhibitors | Insulin prom up | Insulin prom up cell count | West Nile antiviral | Salmonella PhoP GFP | CSM14.1 death rescue | RSV antiviral HEp-2
CCOc1ccc(Cn2c3ccc(OC)cc3c3nc4ccccc4nc32)cc1OC | 9% | 21% | 1.1 | 1% | 0.48 | 1322 | -0.8% | -44% | -0.7% | 4.0%
O=C(N1CCOCC1)N1CCN(CC(O)COc2ccc3ccccc3c2)CC1 (stereo not given) | 1% | 16% | 1.1 | -2% | 0.37 | 1245 | -0.4% | -1% | -2.3% | 1.1%
CCOc1ccc(N2C(=O)/C(=C/c3ccc(C)o3)N(C)C2=S)cc1 | 24% | 16% | 1.1 | 43% | -0.24 | 1371 | -0.9% | 7% | -1.9% | 1.4%
COc1cc(C2Nc3cc(Cl)c(S(N)(=O)=O)cc3S(=O)(=O)N2)ccc1OCc1ccccc1 (stereo not given) | 10% | 10% | 0.5 | 8% | 0.58 | 803 | 0.7% | -6% | 0.2% | 3.4%
CCCCn1c(N)c(N(CCC(C)C)C(=O)CSc2nnc3ccccn23)c(=O)[nH]c1=O | 7% | 11% | 1.1 | -2% | -1.3 | 861 | 0.0% | -1% | -0.2% | -0.6%
O=C(c1ccc2c(c1)OCO2)C1CCCN(Cc2cccn2-c2cccnc2)C1 (stereo not given) | 1% | 16% | 1 | 2% | -0.36 | 1167 | -1.1% | 5% | 0.5% | 0.7%
O=C(Nc1ccccc1Oc1cccnc1)C1CCCN(C/C=C/c2ccc(F)cc2)C1 (stereo not given) | . | 16% | . | . | . | . | -1.4% | 1% | . | 0.8%
CCCNS(=O)(=O)c1ccc(CCC(=O)N2CCCC2)cc1 | 5% | 5% | 1.1 | 2% | -0.09 | 1497 | -0.5% | 4% | 0.5% | 1.2%
C=CCn1cc([N+](=O)[O-])nc1C | -23% | 11% | 1.1 | -17% | 0.02 | 1317 | 0.6% | -9% | -0.5% | 1.1%
CC(=O)c1ccc(OC(=O)N2CCOCC2)cc1 | . | 10% | . | . | . | . | 0.2% | -1% | . | -0.5%
CCOc1ccc(N(CC(=O)NCCSCc2ccccc2)S(C)(=O)=O)cc1 | . | 6% | . | . | . | . | -1.3% | -1% | . | 1.3%
CCCNC(=O)c1nn2c(C(F)(F)F)cc(-c3ccccc3)nc2c1Br | . | 12% | . | . | . | . | -0.1% | -7% | . | 3.5%
CCOC(=O)Nc1ccc(NC(=O)c2ccccc2F)cc1 | -3% | 5% | 1.1 | -3% | -0.04 | 1467 | -0.1% | -5% | 0.0% | 2.1%
O=C(CSc1nnc(-c2ccncc2)o1)N1CCc2ccccc2C1 | 2% | 15% | 1.2 | 8% | 0.55 | 1514 | -0.5% | -4% | 0.1% | -0.9%
CC12C(=O)N(c3cccc4cccnc34)C(=O)C1C1C=CC2C1 (stereo not given) | -9% | 5% | 1 | -16% | 0.38 | 977 | -0.2% | 6% | 3.7% | 0.2%
Cc1cccn2c(=O)c(C=O)c(Sc3ncccn3)nc12 | -50% | 14% | 1.2 | -42% | 0 | 1617 | 0.1% | 5% | 0.7% | 5.6%
COc1ccc(C(CNC(=O)c2ccc(C)c(S(=O)(=O)N3CCCCC3)c2)N(C)C)cc1OC (stereo not given) | 3% | 7% | 1 | 3% | 0.63 | 1285 | -1.2% | -1% | -2.3% | -1.9%
CCOc1ccc(/C=C2\SC(=S)N(CCC(=O)Nc3cccc(C(=O)O)c3)C2=O)cc1 | . | 8% | . | . | . | . | -0.4% | 1% | . | 7.0%
CC(C)[C@H](NC(=O)[C@@H]1Cc2ccccc2CN1C(=O)OC(C)(C)C)C(=O)NCc1ccco1 | . | 4% | . | . | . | . | 1.6% | 1% | . | 0.9%
Cc1nnc(SCC(=O)Nc2nonc2C)s1 | . | 2% | . | . | . | . | 0.5% | 9% | . | 1.4%
CCc1nnc(NC(=O)c2cccc(S(=O)(=O)N3CCN(c4ccccc4)CC3)c2)s1 | -3% | 5% | 1.1 | -1% | 1.5 | 898 | 0.3% | -13% | 0.9% | 5.8%
CC(C)C1CCC(C(=O)N[C@H](Cc2ccccc2)C(=O)O)CC1 (stereo not given in full) | -19% | 16%&2% | 1.1 | -12% | 0.02 | 1360 | -0.1% | -3%&-7% | -0.9% | 0.9%
COC(=O)CN(C)C(=O)CC1C(=O)NCCN1CC(C)(C)C (stereo not given) | 20% | 5% | 1.1 | 56%* | . | . | -0.2% | -5% | -0.1% | 0.6%
CC(C)(C)Nc1nc(NN)nc(NC(C)(C)C)n1 | -11% | 3% | 1 | -9% | 0.67 | 1523 | 0.0% | 3% | -0.4% | -1.8%
Cc1c(NC(=O)COC(=O)/C=C/c2ccc(Cl)cc2)c(=O)n(-c2ccccc2)n1C | -7% | 8% | 1.1 | -7% | -0.33 | 1392 | 0.2% | -11% | -0.9% | 0.4%
O=C(CCN1CCOCC1)NNC(=O)/C(=C/c1ccccc1)NC(=O)c1ccccc1 | 4% | 1% | 1.2 | 3% | -0.01 | 997 | 0.4% | 4% | -0.2% | 3.3%
O=C(CN1CCN(Cc2ccc(F)cc2)CC1)NCc1ccccc1 | . | 10% | . | . | . | . | -0.5% | -3% | . | 0.5%
CCOc1cc(S(=O)(=O)Nc2ccc(Cl)cn2)ccc1Cl | -7% | 10% | 1.1 | -8% | 0.7 | 1262 | 0.0% | 3% | -0.5% | 0.3%
CCOc1ccc(-n2c(=S)sc3c(=O)[nH]c(SCC(=O)N4CCC(C)CC4)nc32)cc1 | 6% | 7% | 1 | -5% | 0.41 | 982 | -0.7% | -15% | -3.4% | 18%

Record cards (already shown). Values in the order: PMI inhibitors	SV40 large T antigen	TNAP activation fold	human PMI inhibitors	Insulin prom up	Insulin prom up cell count	West Nile antiviral	Salmonella PhoP GFP	CSM14.1 death rescue	RSV antiviral HEp-2
CCOC(=O)Nc1ccc(NC(=O)c2ccccc2F)cc1 is listed as -3%	5%	1.1	-3%	-0.04	1467	-0.1%	-5%	0.0%	2.1%
CC(C)(C)Nc1nc(NN)nc(NC(C)(C)C)n1 is listed as -11%	3%	1	-9%	0.67	1523	0.0%	3%	-0.4%	-1.8%

Screening results from PubChem.
